Pf growth 48h: Primary qHTS for delayed death inhibitors of the malarial parasite plastid, 48 hour incubation. P. falciparum luciferase growth in erythrocytes, 48 h. Potency, µM (series often up to 28.7 µM), inactives show at the highest dose activity change, negative = inhibition, hits mostly inhibitors. actives 5.9% (n = 310,000). AID 504832, 2011; note: potency is the fitted concentration of half-maximal effect; % is set by controls: 0 for no effect and ±100 for the full control effect
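Luciferase-expressing parasites in RBCs, 2% Hct / 0.1% parasitemia final; RPMI 1640 + 0.5% Albumax; 37 C, 5% CO2, one generation; luminescence read-out, lower signal = inhibition.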
Shiga toxin inh: A qHTS for Small Molecule Inhibitors of Shiga Toxin; inhibition, % at 38.7 µM; actives 9.2% (n = 290,000); Vero cells, Shiga toxin protein synthesis inhibition reporter; in the data active = inhibition mostly above about 28%, no sharp cut-off; inactive = mostly below about 43%; note: 0% is about no effect
Pf growth 96h: Primary qHTS for delayed death inhibitors of the malarial parasite plastid, 96 hour incubation | P. falciparum luciferase reporter growth, 96 h | Potency, µM (highest dose often 28.7 µM), for the others: at the top dose activity change, negative = inhibition, actives largely listed as inhibitors | actives 6.9% (n = 320,000); note: potency is the fitted concentration of half-maximal effect; % is set by controls: 0 for no effect and ±100 for the full control effect
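Two-generation exposure (96 h) targets delayed-death phenotype. Reporter parasites carrying integrated firefly luciferase, in red cells at 2% hematocrit and 0.05% parasitemia final, kept at 37 C, 5% CO2; luminescence loss indicates inhibition.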
FBPA Giardia inh: qHTS Assay for Inhibitors of Fructose-1,6-bisphosphate Aldolase from Giardia Lamblia. A8B2U2. purified Giardia FBPA. Potency, µM (doses to about 59.6 µM), without a hit: top-dose activity, negative = inhibition, usual class: inhibitors. actives 0.71% (n = 290,000). AID 2451, 2010; note: potency is the fitted concentration of half-maximal effect; % is set by controls: 0 for no effect and ±100 for the full control effect; nearly all actives have a fitted effect of over 55% in size
Target sequence (A8B2U2 whole entry, looked up): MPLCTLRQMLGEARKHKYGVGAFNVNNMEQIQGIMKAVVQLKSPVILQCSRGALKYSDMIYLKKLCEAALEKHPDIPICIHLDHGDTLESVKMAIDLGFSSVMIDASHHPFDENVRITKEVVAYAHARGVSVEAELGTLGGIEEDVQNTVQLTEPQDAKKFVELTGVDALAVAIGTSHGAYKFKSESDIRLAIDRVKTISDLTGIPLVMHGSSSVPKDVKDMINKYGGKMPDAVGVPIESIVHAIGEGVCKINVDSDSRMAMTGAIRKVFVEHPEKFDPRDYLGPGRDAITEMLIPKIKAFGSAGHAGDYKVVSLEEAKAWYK
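40 nM FBPA preincubated 10 min at RT with compound (up to 57.5 uM final), then substrate plus GAPDH/TPI/NAD/arsenate coupling and diaphorase/resazurin added. Fluorescence read after 20 min at RT, 525/598 nm.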
HCV inhibitor: qHTS Assay for Inhibitors of Hepatitis C Virus (HCV); Huh7.5.1 HCVcc-Cre infection, luciferase reporter, 44 h; Potency, µM (titrated, usually from 41.8 µM), inactives show at the top dose activity change, negative = inhibition, usual class: inhibitors; actives 3.4% (n = 340,000); AID 651820, 2012; note: potency is the fitted concentration of half-maximal effect; % is set by controls: 0 for no effect and ±100 for the full control effect
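1,000 cells/well; 4 h culture; + compound; + HCVcc-Cre (~0.5 moi); 44 h; luciferase substrate, RT 15 min; read 15 sec.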
CHX counter: Cycloheximide Counterscreen for Small Molecule Inhibitors of Shiga Toxin | actives 12% (n = 300,000) | max response, % | cell reporter, cycloheximide protein synthesis inhibition counterscreen; in the data active = max response mostly above about 13%, no sharp cut-off; inactive = mostly below about 14%; note: read at 38.3 µM for the half of the compounds with a filed dose; 0% is about no effect
Starred values were filed as active, the others as inactive; & = joins results of further samples; [ ] = another dose, or the depositor's remark. Unless noted, calls come from the whole dose curve; as a rule, active = well fitted curve in the direction sought with a large enough effect; inconclusive = small, poorly fitted or top-dose-only effect, or another doubt; inactive = no such curve, though single readings can be large; an effect the other way counts as inactive or inconclusive.

`CC(C)(C)NC(=O)CN(C(=O)CSc1nnc(COc2ccccc2)o1)c1cccc(F)c1` gave Pf growth 48h inconclusive, Shiga toxin inh -18.4, FBPA Giardia inh 0.1%, HCV inhibitor -20.1% and CHX counter 0.1.
For CC1CC(=O)N(CC(=O)Nc2ccc3c(c2)OCCO3)c2ccccc2S1 (configuration not stated) the results were Pf growth 48h inconclusive, Shiga toxin inh -22.6, Pf growth 96h 30.4%[activator], FBPA Giardia inh -1.0%, HCV inhibitor 12.6% and CHX counter -2.2.
Screening CCCCOc1ccc(CNC(=O)NS(=O)(=O)c2ccc(OCC(C)C)cc2)cc1 returned Shiga toxin inh -7.1, Pf growth 96h 10.1%, FBPA Giardia inh 13.0%, HCV inhibitor 5.9% and CHX counter -3.5.
Cc1nc2ccc([N+](=O)[O-])cc2s1 was read as Pf growth 48h 0.0%, Shiga toxin inh 29.0, Pf growth 96h 2.4%, FBPA Giardia inh 0.7%, HCV inhibitor 6.6% and CHX counter 9.1.
For O=C(NCC1CCCO1)c1cc2c(s1)CCCC2 (configuration not stated) the results were Pf growth 48h 266.8%[activator], Pf growth 96h 282.2%[activator] and HCV inhibitor -18.7%.
Screening O=C(NCc1ccco1)c1cccc(S(=O)(=O)N2CCN(Cc3ccccc3)CC2)c1 returned Pf growth 48h 0.5%, Pf growth 96h inconclusive and HCV inhibitor -8.7%.
`O=C(Nc1ccc(Oc2ccccc2)nc1)C1CCCCN1Cc1ccc(O)cc1` (configuration not stated) gave Pf growth 48h inconclusive, Shiga toxin inh 12.2, Pf growth 96h inconclusive and CHX counter 19.5*.
Screening CCOC(=O)c1sc(NC(=O)C(OC(C)=O)c2ccccc2)nc1C (configuration not stated) returned Pf growth 48h -24.0%, Shiga toxin inh 38.8*, Pf growth 96h 10.4µM*, FBPA Giardia inh -6.1%, HCV inhibitor 3.9% and CHX counter 24.7*.
CCc1ccc(-n2c(=O)c3c(C)c(C(=O)N(C)C)sc3n(CC(=O)NCC3CCCO3)c2=O)cc1 (configuration not stated) was read as Pf growth 48h 4.2%, Shiga toxin inh 1.1, Pf growth 96h 51.9%[activator], FBPA Giardia inh 0.7%, HCV inhibitor 10.2% and CHX counter -6.5.
For Cc1ccccc1N(C(=O)c1cccs1)c1nc2ccccc2s1 the results were Shiga toxin inh 16.2, Pf growth 96h inconclusive, FBPA Giardia inh -9.9%, HCV inhibitor inconclusive and CHX counter 2.8.
NC(=O)c1nsc(C(=O)N(Cc2cccnc2)C(C(=O)NCc2ccc(F)cc2)c2ccc(F)cc2)c1N (configuration not stated) was read as Pf growth 48h inconclusive, Shiga toxin inh -9.9, Pf growth 96h -20.4%, FBPA Giardia inh 7.9%, HCV inhibitor -26.7% and CHX counter -4.8.
For Cc1c(O)c2cccnc2[nH]c1=O the results were Pf growth 48h -8.2%, Shiga toxin inh -2.5, Pf growth 96h 42.0%[activator], FBPA Giardia inh 4.5%, HCV inhibitor -3.2% and CHX counter 2.3.
CCOc1ccc(NC(=O)c2nnn(CC(=O)Nc3ccccc3OCC)c2N)cc1 was read as Pf growth 48h 10.0%, Shiga toxin inh 11.7, Pf growth 96h 186.9%[activator], FBPA Giardia inh 5.8%, HCV inhibitor 11.2µM* and CHX counter 5.7.
`CCOC(=O)CCC(NC(=O)c1cncc(O)c1)C(=O)OCC` (configuration not stated) gave Pf growth 48h inconclusive, Shiga toxin inh 33.1, Pf growth 96h inconclusive, FBPA Giardia inh -6.9%, HCV inhibitor -2.5% and CHX counter 8.6.
Screening CCCCOc1ccc(C(O)C(CN2CCCCC2)c2ccccc2)cc1 (configuration not stated) returned Pf growth 48h inconclusive, Shiga toxin inh -5.7, Pf growth 96h 3.9%, FBPA Giardia inh -5.8%, HCV inhibitor inconclusive and CHX counter -5.0.
Screening CCCOc1ccccc1N1C(=O)CC(N(O)c2ccccc2)C1=O (configuration not stated) returned Pf growth 48h 1.4%, Shiga toxin inh 27.9, Pf growth 96h 19.7%, FBPA Giardia inh -0.8%, HCV inhibitor -2.7% and CHX counter 13.6*.
Screening CCN(CC)CCn1c(=S)[nH]c2ccc(Br)cc2c1=O returned Pf growth 48h 4.7%, Shiga toxin inh -3.4, Pf growth 96h -0.4%, FBPA Giardia inh -1.2%, HCV inhibitor -11.8% and CHX counter -2.0.
For CN(C)C(=S)SCCn1c(N)nc(N(C)C)nc1=O the results were Pf growth 48h -12.4%, Shiga toxin inh 8.1, Pf growth 96h -3.7%, FBPA Giardia inh 1.3%, HCV inhibitor 1.4% and CHX counter 1.1.
Screening NC(=O)C1CC(O)CN1c1nc(CN2CCOCC2)nc2scc(-c3ccccc3)c12 (configuration not stated) returned Pf growth 48h 18.3%, Shiga toxin inh 0.2, Pf growth 96h inconclusive, FBPA Giardia inh 4.9%, HCV inhibitor 8.3% and CHX counter 1.7.
`COc1cccc(-c2nc(CS(=O)CC(=O)NCc3ccccc3)c(C)o2)c1` (configuration not stated) gave Shiga toxin inh -11.4, Pf growth 96h 30.5%[activator], FBPA Giardia inh 6.5%, HCV inhibitor -2.6% and CHX counter -2.8.
`COc1ccc(/C=C2\SC(c3ccc(C)cc3)=NC2=O)cc1OC` gave Pf growth 48h inconclusive, Shiga toxin inh 2.5, Pf growth 96h inconclusive, FBPA Giardia inh inconclusive, HCV inhibitor -5.4% and CHX counter 9.0.
For COc1ccc(C(=O)OCC(=O)NC2CCCC2)cc1OC the results were Pf growth 48h 19.3%, Shiga toxin inh -5.5, Pf growth 96h 23.4%, FBPA Giardia inh -2.9%, HCV inhibitor 4.6% and CHX counter -1.3.
Screening CCCCN(CC(=O)Nc1c(C)cccc1CC)C(=O)SCC returned Pf growth 48h inconclusive, Shiga toxin inh -16.0, FBPA Giardia inh 8.1%, HCV inhibitor 5.0% and CHX counter 6.4.
`CC(C)(C)C1CCC(OC(=O)CN2CCOCC2)CC1` (configuration not stated) gave Shiga toxin inh -3.2, Pf growth 96h -7.0%, FBPA Giardia inh 2.0%, HCV inhibitor 6.3% and CHX counter 14.9.
CCC(=O)NC(=S)NNC(=O)c1ccc([N+](=O)[O-])cc1 was read as Pf growth 48h inconclusive, Shiga toxin inh -7.5, Pf growth 96h 13.1µM*, FBPA Giardia inh 2.8%, HCV inhibitor 3.4% and CHX counter 18.7.
Screening O=C(Nc1ccc(S(=O)(=O)N2CCN(Cc3ccccc3)CC2)cc1)c1cnccn1 returned Pf growth 48h -6.3%, Shiga toxin inh 26.4, Pf growth 96h inconclusive, FBPA Giardia inh -5.8%, HCV inhibitor 6.31µM* and CHX counter -1.4.
C=C(C)c1cccc(C(C)(C)NC(=O)Nc2cccnc2)c1 was read as Pf growth 48h inconclusive, Shiga toxin inh -6.5, Pf growth 96h 4.65µM*, FBPA Giardia inh 3.2%, HCV inhibitor -7.5% and CHX counter -0.6.
COc1cc2c(cc1OC)/C(=C/C(=O)c1ccc([N+](=O)[O-])c(C)c1)NCC2 was read as Pf growth 48h 9.28µM*, Shiga toxin inh 19.4, Pf growth 96h 5.22µM*, FBPA Giardia inh -11.3%, HCV inhibitor inconclusive and CHX counter 1.2.
Screening O=C(Cc1ccccc1)NS(=O)(=O)c1ccc(N=NN2CCOCC2)cc1 returned Pf growth 48h 6.0%, Shiga toxin inh 16.7, Pf growth 96h 14.4%, FBPA Giardia inh 10.2%, HCV inhibitor -14.8% and CHX counter -2.9.
`O=C(N/N=C/c1ccncc1)c1ccccn1` gave Pf growth 48h 63.7%[activator], Shiga toxin inh 72.2*, Pf growth 96h inconclusive, FBPA Giardia inh inconclusive, HCV inhibitor -3.8% and CHX counter 34.5*.

Random excerpt: 2 compounds from above
`CC(C)(C)C1CCC(OC(=O)CN2CCOCC2)CC1` (configuration not stated) gave Shiga toxin inh -3.2, Pf growth 96h -7.0%, FBPA Giardia inh 2.0%, HCV inhibitor 6.3% and CHX counter 14.9.
CCC(=O)NC(=S)NNC(=O)c1ccc([N+](=O)[O-])cc1 was read as Pf growth 48h inconclusive, Shiga toxin inh -7.5, Pf growth 96h 13.1µM*, FBPA Giardia inh 2.8%, HCV inhibitor 3.4% and CHX counter 18.7.

Additional records
Screening O=C(O)CN1C(c2ccccc2)=Nc2ccc(Br)cc2C1c1ccccc1 (configuration not stated) returned Pf growth 48h -26.9%, Shiga toxin inh 16.1, Pf growth 96h -0.1%, FBPA Giardia inh -18.3%, HCV inhibitor -0.4% and CHX counter -1.2.
COc1cccc(CNC(=O)CCS(=O)(=O)c2ccc3c(c2)NC(=O)C(C)S3)c1 (configuration not stated) was read as Pf growth 48h -3.8%, Shiga toxin inh -11.2, Pf growth 96h 10.6%, FBPA Giardia inh -3.0%, HCV inhibitor -8.1% and CHX counter -7.2.
Screening O=S(=O)(NC1CCCC1)c1ccc(S(=O)(=O)NC2CCCC2)cc1 returned Pf growth 48h 3.1%, Shiga toxin inh -7.8, Pf growth 96h 28.0%, FBPA Giardia inh 4.8%, HCV inhibitor -1.6% and CHX counter -4.0.
For Nn1c(SCC(=O)N2CCCc3ccccc32)nnc1-c1ccc(Cl)cc1 the results were Pf growth 48h 0.0%, Shiga toxin inh 14.8, Pf growth 96h 11.7µM*, FBPA Giardia inh -4.1%, HCV inhibitor 1.8% and CHX counter -2.3.
Cc1nc(-c2cccs2)sc1C(=O)NN was read as Pf growth 48h 20.4%, Shiga toxin inh -14.5, Pf growth 96h 18.2%, FBPA Giardia inh -17.9%, HCV inhibitor 5.8% and CHX counter -1.5.
CCCNC(=S)N1CC2(C)CN(C(=O)C(=O)OC)CC(C)(C1)C2=O was read as Pf growth 48h 12.6%, Shiga toxin inh 2.0, Pf growth 96h 73.4%[activator], FBPA Giardia inh 2.0%, HCV inhibitor -1.8% and CHX counter 12.2.
For C/C(N)=C(/C#N)C(=O)CSc1cc(C)c2ccccc2n1 the results were Pf growth 48h -8.9%, Shiga toxin inh 7.6, Pf growth 96h 32.5%[activator], FBPA Giardia inh 3.8%, HCV inhibitor 18.0% and CHX counter 9.6.
Screening CN(C)C(=O)/C(C#N)=C\c1cc(Br)c(Sc2ccc(Cl)cc2)o1 returned Pf growth 48h inconclusive, Shiga toxin inh -7.7, Pf growth 96h inconclusive, FBPA Giardia inh inconclusive, HCV inhibitor inconclusive and CHX counter -3.6.
`COCCn1c(SCC(=O)N(C)C2CCS(=O)(=O)C2)nc2ccccc2c1=O` (configuration not stated) gave Pf growth 48h -2.1%, Shiga toxin inh -18.4, Pf growth 96h 13.9%, FBPA Giardia inh -0.2%, HCV inhibitor 28.6% and CHX counter 1.9.
Screening O=C(c1cccc(Cl)c1)C1CCCN(Cc2ccc(N3CCNC3=O)cc2)C1 (configuration not stated) returned Pf growth 48h inconclusive, Shiga toxin inh 19.0, Pf growth 96h 9.28µM*, FBPA Giardia inh 4.2%, HCV inhibitor -27.7% and CHX counter 1.1.
`Clc1ccc(C(c2ccccc2Cl)C(Cl)Cl)cc1` (configuration not stated) gave Pf growth 48h 10.4µM*, Pf growth 96h inconclusive, FBPA Giardia inh 2.2%&-3.5% and HCV inhibitor inconclusive.
Screening Cc1ccc(Sc2ncccc2C(=O)NC2CCCCCC2)cc1C returned Pf growth 48h 23.9%, Shiga toxin inh -9.5, Pf growth 96h 43.1%[activator], FBPA Giardia inh 4.8%, HCV inhibitor 0.9% and CHX counter -2.2.
CCN(CC)S(=O)(=O)c1ccc(NC(=O)c2ccc(N(C)S(C)(=O)=O)cc2)cc1 was read as Pf growth 48h 16.5µM*, Shiga toxin inh -2.6, Pf growth 96h 8.28µM*, FBPA Giardia inh 3.4%, HCV inhibitor 4.47µM* and CHX counter -2.8.

Assay outcomes deposited in PubChem by National Center for Advancing Translational Sciences (NCATS).
